Screening data: PubChem, National Center for Advancing Translational Sciences (NCATS)
GLP-1R inv ag: qHTS of GLP-1 Receptor Inverse Agonists (Inhibition Mode); HEK293 GLP-1R CRE-luciferase, luminescence, 24 h; GLP-1R form is constitutively active; 1.6% of 410,000 active; Glucagon-like peptide 1 receptor (Homo sapiens), P43220; Potency, µM (top dose mostly 38.3 µM), inactives show at the highest dose activity change, negative = inhibition, hits mostly inhibitors; AID 624417, 2012; note: % is set by controls: 0 for no effect and ±100 for the full control effect; nearly all actives have a fitted effect of over 55% in size
Target sequence (P43220 whole entry, looked up): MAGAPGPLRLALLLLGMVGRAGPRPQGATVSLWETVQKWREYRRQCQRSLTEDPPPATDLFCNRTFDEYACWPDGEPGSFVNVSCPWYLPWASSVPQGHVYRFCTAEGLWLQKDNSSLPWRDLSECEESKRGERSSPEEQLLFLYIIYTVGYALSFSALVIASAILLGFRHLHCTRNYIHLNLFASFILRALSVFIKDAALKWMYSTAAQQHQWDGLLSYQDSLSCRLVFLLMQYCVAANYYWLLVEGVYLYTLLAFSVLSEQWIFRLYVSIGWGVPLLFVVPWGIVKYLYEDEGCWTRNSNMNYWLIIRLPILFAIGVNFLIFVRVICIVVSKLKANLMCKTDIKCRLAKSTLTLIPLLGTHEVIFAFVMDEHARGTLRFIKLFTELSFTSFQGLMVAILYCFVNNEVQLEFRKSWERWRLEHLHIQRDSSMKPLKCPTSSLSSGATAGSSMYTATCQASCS
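HEK293 cells stably co-expressing constitutively active GLP-1R and a cAMP-responsive luciferase reporter were seeded in DMEM with 10% Nu serum, given compounds after 12 h, and incubated 24 h at 37 deg C. Luminescence was then read.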
KB-V1 MDR tox: qHTS assay for MDR1-selective chemotherapeutics: Primary screen using the drug-selected MDR subline cells KB-V1; 3.4% of 400,000 active; Potency, µM (series often up to 46.1 µM), without a hit: top-dose activity change, negative = cytotoxicity, actives largely listed as cytotoxic; KB-V1 MDR cells viability, CellTiter-Glo, 72 h; note: % is set by controls: 0 for no effect and ±100 for the full control effect; nearly all actives have a fitted effect of over 60% in size
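Compound-treated KB-V1 multidrug-resistant cells, 72 h, 37 degrees C; viability by CellTiter-Glo. Fitted qHTS curves give the values.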
GLP1R cytotox: qHTS of GLP-1 Receptor Inverse Agonists: Cytotox Screen | Potency, µM (series often up to 38.3 µM), inactives show top-dose activity change, negative = inhibition, most hits filed as inhibitors | HEK293 cAMP-luciferase reporter cells, luminescence, 24 h | 0.13% of 410,000 active;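 note: loss of luciferase light is scored as toxicity; % is set by controls: 0 for no effect and ±100 for the full control effect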
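Step one: seed cells (200 cells/uL, DMEM with 10% Nu serum, 1% pen-strep). Step two: 12-hour incubation at 37 deg C. Step three: pin 23 nL compound, incubate 24 hr. Step four: add luciferase reagent, read luminescence 12 min later.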
TDP-43 yeast inh: qHTS of TDP-43 Inhibitors. 1.8% of 410,000 active. Potency, µM (series often up to 46.1 µM), without a hit: at the highest dose growth rescue (activation), hits mostly activators. TDP-43 expressing yeast growth rescue, BacTiter-Glo, 24 h; note: % of control where 0% means no effect; nearly all actives have a fitted effect of over 50% in size
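In this qHTS, compounds that restore growth of yeast expressing TDP-43 appear as activators. Cells (OD600=0.02, galactose medium, raffinose-pregrown) are incubated with compound 24 hr at 30 deg C and growth is quantified by BacTiter-Glo.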
HT1080 IDH1KD tx: qHTS for induction of synthetic lethality in tumor cells producing 2HG: qHTS for the HT-1080-IDH1KD cell line. HT-1080 IDH1 knockdown viability, ATP luminescence, 48 h. Potency, µM (highest dose often 46.1 µM), for inactives: top-dose activity, negative = toxicity, actives largely listed as cytotoxic. 2% of 360,000 active. AID 686971, 2013;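 note: 0% = DMSO wells and -100% = cell-free medium wells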
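In this qHTS, HT-1080 cells depleted of IDH1 are exposed for 48 h at 37 °C to compound titrations. Toxicity is scored from CellTiter-Glo luminescence, with DMSO as full viability and medium alone as none.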
HT1080-NT tox: qHTS for induction of synthetic lethality in tumor cells producing 2HG: qHTS for the HT-1080-NT fibrosarcoma cell line | HT-1080-NT fibrosarcoma viability, CellTiter-Glo ATP luminescence, 48 h | 1.6% of 360,000 active | Potency, µM (highest dose often 46.1 µM), without a hit: top-dose activity, negative = less viability, most hits filed as cytotoxic;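 note: NT is the 2HG producing partner of a matched IDH1 knockdown line; 0% = DMSO-treated cells and -100% = media-only wells without cells; nearly all actives have a fitted effect of over 55% in size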
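Viability of the 2HG-overproducing fibrosarcoma line after 48 hours of compound exposure at 37 degrees C was determined by luminescence with CellTiter-Glo, and concentration-effect curves were then fitted and categorized.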
KB-3-1 cytotox: qHTS assay for MDR1-selective chemotherapeutics: Primary screen using the parental adenocarcinoma cell KB-3-1. Potency, µM (series often up to 46.1 µM), for the others: top-dose activity change, negative = cytotoxic, actives largely listed as cytotoxic. 1.4% of 400,000 active. KB-3-1 viability, CellTiter-Glo ATP luminescence, 72 h; note: % is set by controls: 0 for no effect and ±100 for the full control effect; nearly all actives have a fitted effect of over 60% in size
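Using CellTiter-Glo luminescence, growth of non-resistant KB-3-1 adenocarcinoma cells is assessed 72 h after pin-tool compound addition at 37 °C. Normalized responses across the concentration series yield fitted curves.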
GLP-1R agonist: qHTS of GLP-1 Receptor Agonists. HEK293 GLP-1R CRE-luciferase, luminescence, 4-6 h; cells express a hypersensitive GLP-1R form. 0.007% of 380,000 active. Potency, µM (highest dose often 45.6 µM), inactives show at the highest dose activation, hits mostly activators; note: % of control where 0% means no effect
SW480 rerep: A quantitative high throughput screen for small molecules that induce DNA re-replication in SW480 colon adenocarcinoma cells; Potency, µM (doses to about 46.1 µM), for inactives: at the top dose re-replication activation, actives largely listed as activators; 1.8% of 340,000 active; SW480 DNA re-replication, Hoechst DNA content imaging, 48 h; note: % of control where 0% means no effect; nearly all actives have a fitted effect of over 55% in size
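Quantitative HTS format with DMSO vehicle controls; 48 hr drug incubation at 37 C, then 40 min Hoechst staining and scanning imager measurement at 405 nm excitation.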
The depositor's hits bear a star; ? = inconclusive; / = no result given; & = joins results of further samples; [ ] = another dose, or the depositor's remark. Calls come from the whole dose curve; as a rule, active = well fitted curve in the direction sought with a large enough effect; inconclusive = small, poorly fitted or top-dose-only effect, or another doubt; inactive = no such curve, though single readings can be large; an effect the other way counts as inactive or inconclusive. Potency is the fitted concentration of half-maximal effect.

SMILES	GLP-1R inv ag	KB-V1 MDR tox	GLP1R cytotox	TDP-43 yeast inh	HT1080 IDH1KD tx	HT1080-NT tox	KB-3-1 cytotox	GLP-1R agonist	SW480 rerep
CS(=O)(=O)c1ccc(-c2nnc(NC(=O)c3cccc(N4C(=O)CCC4=O)c3)o2)cc1	0.4%	23.2%	-2.5%	-6.1%	7.8%	20.4%	6.2%	2.6%	-104.0%[inhibitor]
Cc1cccc(S(=O)(=O)CC(=O)Nc2nc(-c3ccccc3)cs2)c1	?	-4.2%	3.6%	?	-10.8%	-1.0%	-8.8%	-33.0%[inhibitor]	1.1%
Cc1nc(C(C)NC(=O)c2cc(COc3ccc(C)c(C)c3)on2)c(C)s1 (configuration not stated)	?	-3.8%	14.8%	20.9%	7.5%	-0.6%	-2.5%	-1.4%	-46.0%
CCOC(=O)N1CCN(Cc2nc(Cc3cccc(F)c3)no2)CC1	1.8%	-20.1%	-9.2%	8.5%[9.22 µM]	6.2%	10.2%	-6.5%	7.4%	-9.3%
Cc1nc(C)c(-c2csc(NCc3ccccc3)n2)s1	-27.4%	0.0%	6.7%	20µM*	-15.4%	-12.4%	-19.5%	22.4%	-0.4%
COc1c(O)cc(O)c2c(=O)cc(-c3ccccc3)oc12	-31.9%	?	-7.0%	-4.1%	-6.0%	-9.6%	-1.8%	2.4%	-4.4%
CCOC(=O)N1CCN(C(=O)C[C@@H]2C[C@@]3(C(=O)OC)CCCCC=C3N(Cc3ccc(Cl)cc3Cl)C2=O)CC1	11.2µM*	?	-13.6%	22.4µM*	-25.5%	-26.4%	4.0%	-1.9%	/
Cc1cccc(NC(=O)Cn2nnc(C(=O)Nc3ccc(F)c(Cl)c3)c2N)c1	1.8%&10.8%	-2.7%	-6.6%&5.2%	16.4%&5.6%	8.3%	10.0%	-0.4%	0.0%	-6.9%
COc1ccc(N(CC(=O)NCCC2=CCCCC2)S(=O)(=O)c2ccccc2)cc1OC	-3.9%	-1.3%	-0.5%	0.0%	-11.0%	-29.6%	2.5%	21.5%	-21.1%
Cc1ccc(NC2=NCC(=O)N2C2CCCC2)c(C)c1	-27.3%	-26.0%	-5.7%	-5.3%	4.8%[9.24 µM]	8.2%	-1.3%	14.0%	-4.0%
O=C(CCCn1c(=S)[nH]c2cc3c(cc2c1=O)OCO3)N1CCN(C2CCCCC2)CC1	-7.3%	0.6%	10.1%	0.0%	3.0%	1.0%	-1.4%	-13.3%	16.1%
CCCN(CCC)C(=O)CSc1ncccc1C(=O)O	9.5%	-2.5%	16.2%	-8.5%	12.2%	5.7%	-3.6%	14.0%	-6.1%
Cc1ccc(C(=O)OCCc2c(C)[nH]n(-c3ccccc3)c2=O)cc1	-22.8%	-10.7%	0.7%	5.0%	-7.8%	-7.4%	-2.5%	5.7%	4.1%
Fc1ccccc1Cn1c2[n+](c3ccc(C(F)(F)F)cc31)CCCCC2	16.8%	3.8%	-13.3%	-5.2%	-0.6%	15.0%	?	1.1%	-30.6%[inhibitor]
CC(C)C(=O)Nc1oc(-c2ccccc2)cc1C#N	5.0%	?	-2.7%	17.3%	-2.3%	0.2%	7.1%	9.0%	-3.8%
CC(C)c1nnc(NC(=O)C2CCN(C(=O)Nc3ccc(Cl)cc3)CC2)s1	3.98µM*	2.0%	-5.7%	-19.5%	0.0%	-1.2%	-0.4%	14.1%	2.7%
O=C(CSc1nnc(SCC(=O)NCc2ccc3c(c2)OCO3)s1)NCc1ccc2c(c1)OCO2	0.0%	18.8%	-0.9%	-8.4%	3.2%	8.5%	0.0%	-9.7%	-7.2%
C=CCNC(=O)c1ccccc1NC(=O)c1ccc(Cl)c(S(=O)(=O)Nc2cccc(C)c2C)c1	?	2.91µM*	12.1%	-12.9%	-15.5%	-5.0%	?	-0.6%	12.2%
N#Cc1ccccc1S(=O)(=O)c1ccccc1C(=O)Nc1ccccc1	1.8%	-3.6%	-0.8%	-17.7%	12.2%	4.2%	16.1%	10.2%	-55.1%[inhibitor]
Oc1ccccc1/C=C/c1noc(-c2ccccc2O)n1	-15.9%	-23.2%	9.8%	9.4%	-29.8%	-20.8%	8.8%	6.5%	0.5%
CC1=Nc2cc(C(=O)O)ccc2Sc2ccc(Br)cc21	-1.8%	14.5%	-10.0%	35.5µM*	1.5%	-5.2%	10.4%	-3.9%	-13.6%
O=c1[nH]c2ccc(NCc3ccc(-c4ccccc4F)o3)cc2[nH]1	40.1%[activator]	12.2%	3.3%	26.0%[9.22 µM]	/	/	-11.9%	/	/
COc1ccc(-c2nc(C)c(CCNC(=O)C(=O)Nc3cccc(F)c3)s2)cc1OC	16.6%	?	-0.4%	5.9%	/	/	?	-5.5%	/
COc1ccc(NC(=O)CC23CC4CC(CC(Br)(C4)C2)C3)c(OC)c1	-22.0%	-10.0%	-6.4%	-9.6%	13.3%	3.9%	8.2%	17.7%	-3.5%
O=c1cc(C(F)(F)C(F)F)oc2ccccc12	5.5%	-4.8%	-6.8%	-1.0%	20.9%	?	1.9%	-0.1%	23.9%

Later entries:
SMILES	GLP-1R inv ag	KB-V1 MDR tox	GLP1R cytotox	TDP-43 yeast inh	HT1080 IDH1KD tx	HT1080-NT tox	KB-3-1 cytotox	GLP-1R agonist	SW480 rerep
CCOc1ccc(NS(=O)(=O)c2c(C)nc3sc(CC)nn3c2=O)cc1	-14.4%&-20.3%	0.0%&-9.0%	1.4%&5.3%	21.7%&14.9%	4.4%	18.9%	0.5%&-1.8%	11.0%	-16.0%
Cc1cc2cc(CN(CC3CCCO3)C(=S)Nc3ccccc3)c(=O)[nH]c2cc1C (configuration not stated)	?	-10.1%	?	13.6%	?	11.6µM*	7.31µM*	2.6%	?
COc1ccc(NC(=O)CCC(=O)c2cccs2)cc1Cl	30.7%[activator]	27.1%	-1.7%	-14.2%	2.7%	16.4%	1.8%	7.8%	10.4%
O=C(Cn1[nH]c(=O)c2ccccc2c1=O)OCC(=O)c1ccc(Br)cc1	3.2%	17.2%	-0.9%	-10.6%	5.5%	7.4%	3.5%	7.2%	-170.5%[inhibitor]
Cc1cc(C)c(NC(=O)c2oc3c(c2C)-c2[nH]ncc2CC3)c(C)c1	10.3%	-3.1%	2.7%	-8.9%	/	/	2.1%	/	/
CCOc1ncccc1C(=O)NNC(=O)c1ccc(NS(=O)(=O)c2cccs2)cc1	61.4%[activator]	-0.1%	-2.3%	6.6%	-10.3%	-2.1%	0.0%	14.6%	-6.0%
C/C(=N\NC(=O)c1ccc(O)cc1O)c1cccnc1	1.4%	2.3%	-18.2%	3.5%	-4.1%	1.2%	1.2%	-4.7%	-2.3%
CC[C@@]12C(=O)N(c3cccc(F)c3)C(=O)N1[C@H](c1ccc(OC)cc1)[C@@H]1C(=O)N(C(C)(C)C)C(=O)[C@@H]12	-8.0%	?	2.4%	-0.3%	6.4%	8.1%	17.4%	-2.3%	2.8%
N#Cc1c(N)nc2c(c1N)CC(CCl)O2 (configuration not stated)	8.7%	0.0%	22.5%	-12.5%	26.3%	18.5%	-2.2%	11.7%	-0.4%
N#CC(C#N)=C1c2cc(S(=O)(=O)NCCO)ccc2-c2ccc(S(=O)(=O)NCCO)cc21	19.4%	11.3%	-0.3%	0.7%	0.2%	-6.3%	15.9%	3.7%	4.8%
COc1ccc(Cn2nnnc2C(CC(C)C)N2CCC(C(N)=O)CC2)cc1 (configuration not stated)	-8.9%	0.1%	9.2%	-5.3%	15.4%	13.1%	15.4%	8.9%	-2.1%
COc1ccc(-c2csc(NC(=O)CS(=O)(=O)c3ccccc3)n2)cc1OC	7.5%	?	-6.4%	?	5.7%	-0.1%	14.5%	-0.4%	/
Cc1noc(NS(=O)(=O)c2ccc(N/C=C\C(=O)c3ccc(F)cc3)cc2)c1C	12.1%[7.66 µM]	-14.9%	-0.1%[7.66 µM]	8.4%[9.22 µM]	-3.3%	-5.2%	-0.4%	2.6%	-4.1%
CC1CCCC(NC(=O)c2cccc(S(=O)(=O)N3CCOCC3)c2)C1C (configuration not stated)	-6.5%	0.0%	1.7%	5.1%	-1.0%	5.2%	-1.6%	-6.5%	/
O=C(c1cc2c(c(-c3cccc(-c4ccncc4)c3)n1)[C@@H](CCO)N(C(=O)c1ccc3c(c1)OCO3)C2)N1CCOCC1	23.4%	-1.7%	5.7%	-0.6%	7.2%	-12.9%	10.7%	-3.3%	/
O=c1[nH]c(/C=C/c2cccc([N+](=O)[O-])c2)c([N+](=O)[O-])c(=O)[nH]1	-10.5%	-7.3%	6.3%	-3.4%	25.9%	10.1%	-6.6%	0.6%	0.2%
O=C(O)C1Cc2ccccc2CN1S(=O)(=O)c1ccc2ccccc2c1 (configuration not stated)	-12.8%	6.2%	-1.1%	-11.2%	8.7%	1.9%	7.7%	-5.9%	1.1%
Cc1cc(C)c(S(=O)(=O)N2CCN(C(=O)c3ccccc3OCc3c(C)noc3C)CC2)c(C)c1	-26.3%	7.31µM*	-14.8%	9.3%	-0.4%	-7.2%	-2.2%	30.6%	0.1%
CCC(C(=O)NC1CCN(C)CC1)c1ccccc1 (configuration not stated)	1.6%	27.3%	-2.0%	13.0%	10.9%	8.4%	14.3%	-3.1%	3.8%
COc1ccc(C2=CSC3=NNC4(CCCCC4)NN23)cc1	-0.7%	-22.6%	-7.3%	9.9%	-1.6%	-2.9%	-10.5%	3.2%	0.6%
